CatB block – human cathepsin B inhibition. P07858. purified cathepsin B, fluorogenic substrate, fluorescence. inhibition, %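 (tested at 10 µM)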. 0.1% of 63,000 active. AID 453; in the data active = inhibition above about 21%;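 note: 0% = enzyme with no compound and 100% = no enzyme blank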
CatB mixtures – inhibitors of human cathepsin B in compound mixtures; P07858; Purified cathepsin B, AMC dipeptide fluorescence; inhibition, %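 (ten-compound pools at 5 µM per compound and 50 µM total)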; 0.06% of 62,000 active; in the data active = inhibition above about 22%, passing the limit was not always enough;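 note: 0% = enzyme without compound and 100% = no enzyme blank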
Cathepsin G inh – blocks human cathepsin G enzyme activity. P08311. purified enzyme, AMC-tetrapeptide fluorescence, pooled mixtures. inhibition, % at 5 µM (by protocol). 0.2% of 62,000 active;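 active = inhibition above 20% in each of the two mixture wells holding the compound; inactive = inhibition of 20% or less in either well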;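 note: 0% = enzyme control without mixture and 100% = blank lacking enzyme; strong numbers were not always called active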
C1s inh – blocks human complement C1s protease activity; P09871; purified C1s, fluorogenic AMC substrate, pooled mixtures; mean inhibition % of two 10-compound mixtures (stronger effect = higher value), % at 5 µM (by protocol); 0.16% of 62,000 active; AID 538;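 active = inhibition above 20% in each of the two 10-compound mixture wells holding the compound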;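 note: 0% = enzyme wells lacking compound mixture and 100% = no-enzyme blank wells; some compounds called inactive have numbers as strong as hits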
CatL inh – inhibitors of human cathepsin L; 0.17% of 58,000 active; inhibition, %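 (tested at 10 µM)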; AID 460; P07711; purified cathepsin L, fluorogenic substrate, fluorescence; in the data active = inhibition above about 45%;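 note: 0% = enzyme with no compound and 100% = no enzyme blank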
Her2 expr inh – lowers expression of human Her2 kinase | SKBR-3 HER2 protein level, AlphaScreen, 18-24 h; stronger effect = lower value | P04626 | AID 645 | HER2 level % of control, % at 10 µM | 0.69% of 65,000 active;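 active = HER2 level under 5% of the carrier-only control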;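 note: 100% = DMSO carrier and 0% = 500 nM PU-H71 HSP90 inhibitor; lower value means stronger loss of Her2 protein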
Target sequence (P04626 whole entry, looked up): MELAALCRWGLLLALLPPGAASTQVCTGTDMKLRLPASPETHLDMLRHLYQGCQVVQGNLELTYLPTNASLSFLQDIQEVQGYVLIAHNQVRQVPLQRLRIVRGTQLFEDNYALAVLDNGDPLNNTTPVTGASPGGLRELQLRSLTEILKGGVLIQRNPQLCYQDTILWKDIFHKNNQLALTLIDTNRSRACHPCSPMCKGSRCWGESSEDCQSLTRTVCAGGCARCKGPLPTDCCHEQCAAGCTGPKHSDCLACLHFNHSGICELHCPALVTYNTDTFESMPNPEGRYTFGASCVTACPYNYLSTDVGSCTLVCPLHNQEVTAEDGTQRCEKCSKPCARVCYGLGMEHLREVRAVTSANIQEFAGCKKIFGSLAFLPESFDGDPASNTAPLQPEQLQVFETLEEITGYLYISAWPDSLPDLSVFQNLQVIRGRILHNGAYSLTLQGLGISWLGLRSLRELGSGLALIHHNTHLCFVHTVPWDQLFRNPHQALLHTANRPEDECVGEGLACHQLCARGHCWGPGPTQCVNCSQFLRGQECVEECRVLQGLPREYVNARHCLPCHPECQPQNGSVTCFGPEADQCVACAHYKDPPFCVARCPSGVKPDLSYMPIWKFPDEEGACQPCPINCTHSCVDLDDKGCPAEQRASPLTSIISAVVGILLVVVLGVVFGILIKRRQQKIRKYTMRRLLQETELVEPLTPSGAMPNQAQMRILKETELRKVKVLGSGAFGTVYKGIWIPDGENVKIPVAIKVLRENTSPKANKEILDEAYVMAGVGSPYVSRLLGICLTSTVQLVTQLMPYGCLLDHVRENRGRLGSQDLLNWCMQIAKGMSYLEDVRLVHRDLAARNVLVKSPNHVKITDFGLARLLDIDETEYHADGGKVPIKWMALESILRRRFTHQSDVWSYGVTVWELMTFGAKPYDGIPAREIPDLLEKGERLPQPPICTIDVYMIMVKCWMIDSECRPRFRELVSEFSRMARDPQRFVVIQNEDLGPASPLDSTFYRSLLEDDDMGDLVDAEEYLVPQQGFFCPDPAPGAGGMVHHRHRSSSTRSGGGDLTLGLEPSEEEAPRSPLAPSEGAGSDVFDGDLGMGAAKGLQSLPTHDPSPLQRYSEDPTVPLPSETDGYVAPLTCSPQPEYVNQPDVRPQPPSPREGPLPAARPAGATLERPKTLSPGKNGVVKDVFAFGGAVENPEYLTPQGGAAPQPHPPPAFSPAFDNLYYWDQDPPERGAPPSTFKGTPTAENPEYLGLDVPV
PKA inh – blocks human protein kinase A activity | PKA Kemptide phosphorylation, Kinase-Glo ATP luminescence | inhibition, % at 6 µM | 0.1% of 65,000 active | AID 524;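 active = inhibition above the screen-wide mean inhibition plus 3 SD, cut at about 21% in these data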; note: many of its hits are not listed in these tables
CatS block – human cathepsin S inhibition; inhibition, %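 (tested at 5 µM per compound within 10-compound mixtures)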; P25774; AID 501; 0.06% of 62,000 active; recombinant cathepsin S, AMC dipeptide fluorescence, pooled mixtures; in the data active = inhibition above about 32%, passing the limit was not always enough;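 note: 0% = enzyme without compound and 100% = blank without enzyme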
ROCK2 inh – blocks human Rho kinase 2 activity; O75116; purified ROCK2, Kinase-Glo ATP depletion luminescence; inhibition, % at 6 µM; 0.35% of 60,000 active;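 active = inhibition above the screen-wide mean inhibition plus 3 SD, cut at about 18% in these data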;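 note: plate controls were DMSO wells for no effect and Y-27632 control wells after no-enzyme background subtraction for full effect; many of its hits are not listed in these tables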
* hit, by the source's call; · = not tested or not shown.

SMILES	CatB block	CatB mixtures	Cathepsin G inh	C1s inh	CatL inh	Her2 expr inh	PKA inh	CatS block	ROCK2 inh
CCN(CC)S(=O)(=O)c1ccc(NC(=O)C(OC)c2ccccc2)cc1 (stereo not given)	7.3	3.7	7.7	10.3	1.7	84.7	2.9	2.1	-0.7
Cc1cnc(C(=O)Nc2ccccc2C(=O)N2CCOCC2)cn1	0.0	-3.5	3.2	3.7	5.4	94.0	1.1	6.9	-2.9
Cn1c(C(=O)NCCCN2CCN(c3cccc(Cl)c3)CC2)cc2c(=O)n(C)c3ccccc3c21	9.1	0.4	1.8	-5.9	19.6	69.4	3.7	33.0*	1.2
CCN(Cc1ccccc1)S(=O)(=O)c1ccc(C(=O)Nc2nnc(C3CC3)o2)cc1	0.5	1.5	5.1	3.2	-5.1	81.1	6.5	20.2	4.5
COc1ccc(CNc2nc3nc(-c4ccccc4)cc(=O)n3[nH]2)cc1OC	3.8	-0.8	1.8	-8.2	13.9	88.9	-3.3	23.9	-2.0
Cn1[nH]c(=O)c2ccccc2c1=O	1.2	-1.4	3.2	1.1	18.5	85.6	-7.4	3.9	-2.4
CC(=O)Nc1ccccc1OCC(=O)c1ccc2c(c1)OCO2	2.0	5.7	9.9	16.2	4.5	204.7	-1.1	13.2	·
Fc1ccc(CSc2nnc(-c3cccs3)o2)cc1	-0.8	6.3	3.1	8.2	-15.3	123.2	11.0	-0.2	3.3
COc1ccccc1-c1nnc(SCc2ccccn2)n1C	1.6	4.2	-12.7	-47.1	-1.6	68.3	0.1	5.5	-2.4
C/C(O)=C(\C#N)c1nnc2n1CCCCC2	1.4	1.6	12.0	15.0	18.5	97.8	3.6	4.4	1.7
O=C(CCNc1n[nH]c(=O)[nH]c1=O)N1CCOCC1	-2.3	1.4	-2.7	-4.3	·	89.6	7.9	-0.9	7.1
CCC(C)NS(=O)(=O)c1ccc(OCC(=O)NCc2cccnc2)cc1 (stereo not given)	0.2	5.0	10.3	8.9	·	109.8	-5.8	20.5	-0.4
CC(C)c1nnc(NC(=O)c2c(O)c3cccc4c3n(c2=O)CC4)s1	1.0	-1.2	-12.2	-15.3	12.6	74.4	10.1	-4.5	7.5
CCOC(=O)c1c(C)c(C(=O)Nc2cc(OC)ccc2OC)c(C)n1CC	-0.7	4.1	8.6	-18.3	-2.8	71.8	3.8	-3.7	2.1
CCCOP(=O)(c1ccc(N(C)C)cc1)C(O)c1ccncc1 (stereo not given)	-2.2	-4.6	-1.4	-6.1	1.9	123.1	-4.6	-4.6	-4.6
O=C(c1ccco1)N1CCN(C(=O)C(Cc2ccccc2)NS(=O)(=O)c2cccs2)CC1 (stereo not given)	4.9	-0.8	4.0	12.7	14.7	73.7	9.4	-4.0	3.3
CCC(CO)Nc1ncnc2c1cnn2-c1ccc(Cl)cc1 (stereo not given)	5.5	4.9	13.9	18.2	6.2	100.3	-0.7	7.7	2.4
CCOC(=O)C(Oc1ccc(=O)n(-c2ccccc2)n1)C(C)=O (stereo not given)	4.3	-5.3	11.8	-3.6	-7.6	82.3	3.7	-2.6	6.2
Cc1nn(C)c(C)c1S(=O)(=O)N1CCC(C(=O)NC(C)c2ccccc2)CC1 (stereo not given)	-0.3	4.6	47.0	23.9	·	102.0	-2.4	-5.0	1.2
Cc1nnc(SCC(=O)n2c3c(c4ccccc42)CCCC3)s1	2.4	0.3	5.8	-20.0	7.9	70.1	6.9	0.3	7.3
COC(=O)c1ccccc1NC(=O)c1ccc(COc2ccccc2)o1	3.2	-1.2	-9.7	-79.4	3.3	95.5	3.8	-9.5	-0.6
CCOc1cc2[nH]c(=O)n(CC3CCC(C(=O)NCCC(C)C)CC3)c(=O)c2cc1OCC (stereo not given)	4.0	-1.9	18.9	24.6	7.1	105.5	-0.5	6.8	-0.7
Cn1nc(SCC(=O)O)sc1=S	1.2	3.7	-6.0	-9.1	-7.4	110.1	2.3	14.5	0.8
CCOC(=O)CSc1nnc(Cc2ccccc2)n1CC1CCCO1 (stereo not given)	7.7	6.6	-16.2	-13.3	-2.8	76.8	10.3	13.0	4.5
CCCSc1nc2c(c(=O)[nH]c(=O)n2C)n1Cc1ccc(C)cc1	3.6	0.9	5.1	9.6	8.5	136.5	2.0	16.5	0.5
CCc1ccc(NC(=O)CS(=O)CC(=O)NCC2OCCc3ccccc32)cc1 (stereo not given)	3.3	-9.1	6.5	-16.3	9.9	74.4	12.6	-2.1	-0.1
CCCc1nnc(NC(=O)CN2CCOCC2)s1	4.0	-0.3	-5.3	-61.5	24.4	109.2	6.5	13.6	5.8
CN1CCN(C(=O)N2CCNC2=O)CC1	9.7	7.5	2.7	-25.9	6.3	119.4	5.2	9.7	-1.4
COc1ccc(OC)c(S(=O)(=O)Nc2c(F)cccc2F)c1	-2.9	5.7	12.5	7.2	-2.4	72.2	1.7	3.8	0.5
CCN(CC)CCNC(=O)c1ccccn1	4.6	4.1	9.7	4.5	12.6	71.6	2.8	10.2	3.2
Nc1c(C(=O)NCCN2CCOCC2)c2nc3ccccc3nc2n1-c1ccc2c(c1)OCO2	1.1	7.7	14.1	15.6	0.6	104.5	1.6	18.0	1.3
COc1cccc(NC(=O)Cc2cccs2)c1	0.4	1.6	-1.1	-10.0	14.4	99.8	0.8	20.5	-3.0
Cc1cccc(N2CCN(C(=O)CCNS(=O)(=O)c3ccc4c(c3)CCC(=O)N4)CC2)c1C	3.9	1.0	4.3	-0.9	-0.7	96.8	5.8	0.6	-0.1
Cc1cn2nc(N)c3ccccc3c2n1	-5.5	2.8	0.0	-28.7	-1.7	109.3	2.6	-0.9	2.4
CC(C)OC(=O)c1c(NC(=O)CCn2nnc3ccccc32)sc2c1CCCC2	-2.6	0.4	2.1	8.1	20.1	92.5	9.5	7.2	4.4
COC(=O)Nc1sc2c(c1C(=O)N1CCOCC1)CCC(C)C2 (stereo not given)	0.9	-0.9	2.7	0.2	1.8	80.1	9.1	16.8	4.0

The list goes on; the last 3 above are carried over.
SMILES	CatB block	CatB mixtures	Cathepsin G inh	C1s inh	CatL inh	Her2 expr inh	PKA inh	CatS block	ROCK2 inh
Cc1cn2nc(N)c3ccccc3c2n1	-5.5	2.8	0.0	-28.7	-1.7	109.3	2.6	-0.9	2.4
CC(C)OC(=O)c1c(NC(=O)CCn2nnc3ccccc32)sc2c1CCCC2	-2.6	0.4	2.1	8.1	20.1	92.5	9.5	7.2	4.4
COC(=O)Nc1sc2c(c1C(=O)N1CCOCC1)CCC(C)C2 (stereo not given)	0.9	-0.9	2.7	0.2	1.8	80.1	9.1	16.8	4.0
Cc1noc(C)c1CSc1nc2ccccc2nc1NS(=O)(=O)c1ccc(Cl)cc1	1.5	1.9	12.3	18.0	28.2	44.8	-5.3	12.1	-4.5
CCCCNC(=O)CSc1nc2ccccc2c(=O)n1C1CCCC1	3.7	2.7	7.3	2.6	11.0	64.9	7.5	2.3	8.8
CN=C(NC)SC1CC(=O)N(c2ccccc2)C1=O (stereo not given)	-1.8	1.4	8.6	8.1	-7.9	99.4	9.0	-6.0	6.6
CCOc1ccccc1N1CCN(C(=O)Nc2ccc(F)c(Cl)c2)CC1	-1.7	-0.7	-7.7	-81.8	-4.1	106.7	4.4	3.1	4.2
Cc1ccc(NC(=O)Cn2c(=O)n(Cc3ccco3)c(=N)c3c4c(sc32)COC(C)(C)C4)cc1	-2.5	6.2	1.7	4.5	14.3	79.9	5.1	11.8	5.3
CC1Cc2nc(SCC(=O)N3CCCC3)n(C)c(=O)c2S1 (stereo not given)	1.1	2.3	-3.2	-6.3	5.9	99.0	-5.2	18.5	-0.7
CC1CCc2c(sc3nc(SCc4nc(-c5ccccc5)no4)n(C)c(=O)c23)C1 (stereo not given)	7.5	5.5	31.5	9.7	·	98.1	4.9	-2.9	3.1
CN(C)Cc1nc2ccccc2c(=O)n1Cc1nc(C(C)(C)C)cs1	-0.5	-2.0	-10.9	-11.5	-1.9	95.7	5.5	2.6	-1.2
COC(=O)Sc1nnc(-c2ccc(Br)cc2)o1	6.1	-1.6	5.4	10.6	5.0	110.2	7.2	11.8	6.7
Cc1ccc(C)c(N(CC(=O)NC2CCCC2)C(=O)CCCC(=O)Nc2ccccn2)c1	-4.4	3.9	7.0	14.4	-5.2	100.5	6.2	-4.9	3.3
CCN1C(=O)c2cccc3c(S(=O)(=O)Nc4ccccc4OC)ccc1c23	-0.6	-0.6	-4.5	-18.4	7.4	114.6	1.9	-2.3	4.3
COc1ccc(-c2nnc(SCC(=O)Nc3ccccc3)n2C)cc1	5.6	-0.5	5.1	0.5	10.5	102.6	-2.6	-7.7	-1.6
COc1cc(C2=NOC(C(=O)NC3CCCCC3)C2)cc(OC)c1OC (stereo not given)	3.0	1.0	11.9	19.1	24.9	142.1	7.6	3.8	4.1
Cc1nc2scc(-c3ccccc3)c2c(=O)n1/N=C/c1ccco1	5.5	1.9	6.4	-12.9	·	100.8	5.8	-6.6	·
O=C(Cc1cccs1)NCc1ccco1	1.8	-0.8	7.7	-1.6	15.6	91.3	2.5	0.2	13.5
COCCN(CC(=O)Nc1ccccc1)S(=O)(=O)c1ccc(S(=O)(=O)N2CCCC2)cc1	-1.9	4.9	-0.7	2.8	-3.0	115.6	2.6	5.0	5.7
CCOC(=O)Cc1csc(NC(=O)CSc2nnnn2-c2ccc(F)cc2)n1	1.8	5.3	-2.1	-11.3	-2.7	176.6	4.4	-2.3	8.8
COc1ccccc1NC(=O)N1CCN(c2ccccc2F)CC1	-0.3	5.7	14.7	8.3	3.8	94.7	4.6	-20.3	4.3
CN(C)CCn1c(C(=O)O)cc2ccccc21	2.9	3.4	8.4	-17.3	-6.7	135.8	-4.5	-7.3	-1.6
O=C(c1ccc2c(c1)OCO2)N1CCN(c2ccc(Cl)cc2)CC1	0.9	1.0	9.0	2.3	-0.3	102.4	6.3	-9.0	6.2
Cc1ccccc1-n1c(SCC(=O)N2CCN(c3ccccc3)CC2)nnc1-c1ccncc1	2.5	-6.5	4.9	3.2	2.1	86.6	5.8	-1.7	8.6
COc1ccc(S(=O)(=O)Nc2nnc(C)s2)cc1	13.1	-2.9	7.9	3.1	10.0	93.1	9.9	-1.5	8.5
CN(C)C(=O)CSc1nnc(CCNC(=O)OC(C)(C)C)o1	7.7	-9.9	-0.4	-76.6	13.8	76.2	7.3	-4.0	5.2
CN(C)S(=O)(=O)Nc1ccc(Oc2ccccc2)cc1	0.0	3.0	3.3	-14.6	4.4	124.3	4.6	-19.2	5.6
OCCOCCn1c2ccccc2c2ccccc21	-1.2	1.2	-3.0	-0.9	-6.3	85.6	0.1	2.9	-5.8
CCOC(=O)c1[nH]c2ccc(OC)cc2c1NC(=O)CCN1CCC(C)CC1	-0.2	3.4	8.6	-3.2	-7.0	87.5	1.2	6.2	4.2
COc1ccc(-c2cc(C(=O)N3CCCCC3)no2)cc1OC	5.1	2.5	9.6	7.4	2.8	88.9	8.7	-3.9	5.4
O=C1N2CCSC2=NC1(NS(=O)(=O)c1ccccc1)C(F)(F)F (stereo not given)	4.3	5.4	7.3	14.5	-7.3	87.1	10.2	-5.0	-4.0
Cc1ccc(NC(=O)c2cccs2)cc1NC(=O)c1ccco1	-0.7	5.3	3.7	0.8	14.2	79.2	1.8	13.7	0.4
O=C(Nc1cccnc1)c1ccc(CN2CCc3ccccc3C2)cc1	0.1	-3.6	7.4	-6.5	-3.5	87.2	1.8	0.3	·
CCOC(=O)c1c(C)[nH]c(C(=O)COC(=O)c2ccc(F)c(S(=O)(=O)N3CCOCC3)c2)c1C	1.9	3.8	11.9	11.6	12.8	67.1	-4.9	6.6	-0.1
Cc1nc2ccccc2n1CC(=O)N1CC(=O)Nc2ccccc21	-1.2	5.8	10.4	24.4	16.4	87.4	-3.1	3.6	0.1

Only part of the results is shown, so the mix of outcomes need not match the whole.
